EBI2 antag = EBI2 (human) antagonism. AID 651636. inhibition, % at 5 µM. 360,000 compounds, 0.81% hits. EBI2 beta-arrestin recruitment, luminescence, 7a,25-OHC stimulated; in the data active means inhibition above about 38%;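 further: enzyme fragment complementation signal reports receptor beta-arrestin coupling in cells; 0% = agonist plus DMSO wells and 100% = wells without agonist; some results beyond the cut were filed as inactive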
Target sequence (P32249 whole entry, looked up, the tested form may be a part): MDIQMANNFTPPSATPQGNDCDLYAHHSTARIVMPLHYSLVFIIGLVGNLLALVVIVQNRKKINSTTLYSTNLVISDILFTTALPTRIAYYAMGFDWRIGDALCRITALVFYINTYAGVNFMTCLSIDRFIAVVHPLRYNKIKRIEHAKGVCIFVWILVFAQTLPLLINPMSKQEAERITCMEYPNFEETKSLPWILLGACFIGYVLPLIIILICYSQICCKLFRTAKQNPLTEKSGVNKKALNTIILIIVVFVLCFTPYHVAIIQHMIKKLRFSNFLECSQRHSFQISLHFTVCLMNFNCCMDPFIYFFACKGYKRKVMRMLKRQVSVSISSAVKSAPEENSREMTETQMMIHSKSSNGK
Apaf1 inhib = blocks human Apaf-1 apoptosome activity; O14727; AID 489030; reconstituted apoptosome caspase-3 activity, DEVD-Rh110 fluorescence; 330,000 compounds, 0.71% hits; inhibition, % at 20 µM; active means inhibition of at least 40% at 20 µM;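 further: plate controls were DMSO wells for no effect and DEVD-CHO caspase inhibitor wells for full effect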
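System: Apoptosome proteins | Medium: Hepes pH 7.5 with detergent and BSA | Also added: Cytochrome c trigger plus (Z-DEVD)2-Rh110 caspase-3 substrate | Incubation: 30 min compound preincubation, 50 min activation, room temperature | Detection: Rhodamine 110 fluorescence at Ex 480/Em 540 nm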
CCR6 antagonist = blocks CCL20-driven beta-arrestin recruitment at human CCR6 | P51684 | CHO-K1 CCR6 PathHunter beta-arrestin, luminescence, CCL20-stimulated | inhibition, % at 20 µM | 340,000 compounds, 0.49% hits;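 active means compounds whose inhibition of the agonist-driven luminescence signal at 20 µM reaches about 50%, limit read from the data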;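 further: cells stimulated with CCL20 at 14 nM final; plate controls were DMSO with CCL20 for no effect and DMSO without agonist for full effect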
Target sequence (P51684 whole entry, looked up): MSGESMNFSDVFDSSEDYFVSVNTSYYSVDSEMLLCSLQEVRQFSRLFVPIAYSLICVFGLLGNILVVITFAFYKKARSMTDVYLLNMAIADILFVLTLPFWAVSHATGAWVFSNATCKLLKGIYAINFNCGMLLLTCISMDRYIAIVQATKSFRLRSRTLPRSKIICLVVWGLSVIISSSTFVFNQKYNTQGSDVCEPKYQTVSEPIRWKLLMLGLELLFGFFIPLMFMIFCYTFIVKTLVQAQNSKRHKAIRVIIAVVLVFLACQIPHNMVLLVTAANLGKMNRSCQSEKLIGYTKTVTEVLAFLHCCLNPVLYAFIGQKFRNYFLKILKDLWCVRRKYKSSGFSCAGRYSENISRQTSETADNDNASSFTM
Jurkat NFkB inh = lowers PMA/ionomycin-induced NF-kB signal in Jurkat cells; inhibition, % at 4 µM; PMA/ionomycin-induced NF-kB luciferase reporter, luminescence; AID 435003; 330,000 compounds, 0.53% hits
SENP8 block = SENP8 protease inhibition; purified SENP8, Z-RLRGG-aminoluciferin cleavage, luminescence; inhibition, % at 10 µM; 330,000 compounds, 1.2% hits; AID 2540
Target sequence (Q96LD8 whole entry, looked up): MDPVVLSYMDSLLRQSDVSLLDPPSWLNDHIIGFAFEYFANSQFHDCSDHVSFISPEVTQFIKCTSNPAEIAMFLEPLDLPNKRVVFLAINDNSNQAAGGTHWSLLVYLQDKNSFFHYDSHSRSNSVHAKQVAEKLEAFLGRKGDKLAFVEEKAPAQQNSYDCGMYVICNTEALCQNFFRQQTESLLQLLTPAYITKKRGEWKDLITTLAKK
697 NFkB inh = lowers PMA/ionomycin-induced NF-kB signal in 697 B cells | 697 B-cell NF-kB luciferase reporter, 16 h | inhibition, % at 4 µM | 330,000 compounds, 0.33% hits | AID 435022; in the data active means inhibition above about 35%
UBC13 polyUb = human UBC13 polyubiquitination inhibition | UBC13 polyubiquitin chain formation, TR-FRET | 330,000 compounds, 0.47% hits | P61088 | AID 485273 | inhibition, % at 20 µM; in the data active means inhibition above about 45%, passing the limit was not always enough
Gli-Sufu antag = antagonists of Gli-Sufu signaling; 340,000 compounds, 0.74% hits; inhibition, % at 5 µM; Sufu-KO-LIGHT fibroblasts, Gli luciferase reporter luminescence;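 active means inhibition above about 55%, limit read from the data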;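 further: 0% = DMSO-treated cells and 100% = wells with medium but no cells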
Starred values were filed as active, the others as inactive; / = no result given. Unless noted, no stated cut-off is given here; in the data, active means inhibition above about 50%; inactive means the rest. Some of the compounds tested; the hit share may differ from the screen's.

No.	SMILES	EBI2 antag	Apaf1 inhib	CCR6 antagonist	Jurkat NFkB inh	SENP8 block	697 NFkB inh	UBC13 polyUb	Gli-Sufu antag
1	Cc1ccc(CCC(=O)Nc2ccc(N(C)C)cc2)o1	3	2	-6	-6	-8	-9	-9	-13
2	Cc1ccccc1Nc1c(-c2ccncc2)nc2ccc(Cl)cn12	9	-7	1	11	-1	17	4	-8
3	CCOC(=O)Cn1cc(C(=O)C(=O)N2CCOCC2)c2ccccc21	1	2	9	9	3	-19	-4	8
4	O=S(=O)(c1ccccc1)N(F)S(=O)(=O)c1ccccc1	-16	-5	6	6	-1	14	-10	6
5	CCNc1nc(NCC)nc(OCCOC(=O)COc2ccc(Cl)cc2Cl)n1	-9	12	12	-4	-7	-3	6	15
6	Cc1cc(NC(=O)CN2CCN(S(=O)(=O)c3ccc(Cl)cc3)CC2)no1	5	-11	-1	-4	9	15	2	2
7	CC(C)N(Cc1nccn1C)C(=O)CC1C(=O)NCCN1Cc1ccc(F)c(F)c1 (stereo not drawn)	1	3	2	-25	-4	-2	2	-1
8	COc1ccccc1Nc1nc(-c2ccc3c(c2)NC(=O)CO3)cs1	20	18	0	25	-7	-20	6	/
9	CC(C)[C@H](NC(=O)[C@@H]1CSC2c3ccccc3C(=O)N21)C(=O)NCc1ccncc1 (stereo partly drawn)	-3	-17	3	-1	-1	8	18	1
10	COc1cc(C2NC(C(=O)O)Cc3c2[nH]c2ccccc32)cc(OC)c1OC (stereo not drawn)	-13	-8	-6	19	-1	-11	0	-1
11	Cc1cnc2cc(Cl)c(Cl)cc2n1	0	5	11	2	-9	10	0	6
12	COc1cc(NC(=O)COC(=O)CCc2nc3ccccc3c(=O)[nH]2)cc(OC)c1	-8	3	8	-4	0	-5	1	1
13	Cc1c(C=O)c2ccccn2c1C(=O)c1ccccc1Cl	5	8	11	-3	-9	-6	-3	3
14	CCOc1cc(N2CCOCC2)c(OCC)cc1NC(=O)CN1C(=O)NC(CC(C)C)C1=O (stereo not drawn)	-9	-5	-3	-1	2	14	0	-5
15	CCC(C)N(C(=O)CSc1nnc(C)n1C)C1CCS(=O)(=O)C1 (stereo not drawn)	-7	-2	1	12	7	14	-2	-9
16	COc1ccc(Br)cc1CNC(=O)CCc1nc(-c2ccccc2F)no1	8	5	4	4	3	0	0	6
17	CC(NC(=O)c1ccco1)C(=O)N1CCCCC1 (stereo not drawn)	-9	-4	-22	-6	-4	-6	4	0
18	CCN(CC(=O)Nc1ccc(S(=O)(=O)N2CCOCC2)cc1)Cc1ccccc1	-6	17	9	-32	-5	-25	-9	1
19	O=c1oc2ccccc2n1Cc1cccc(F)c1	2	2	14	-10	0	-8	7	-1
20	O=C(/C=C/c1ccc([N+](=O)[O-])cc1)OCC(=O)N1CCOCC1	-5	16	-1	14	-17	0	-14	-2
21	CC(C)NC(=O)CN1CCC(c2ccccc2)C(O)C1 (stereo not drawn)	-9	-4	-2	1	0	0	0	-4
22	COc1cc(NC(=O)c2cccnc2)c(Cl)cc1NC(=O)c1ccc(Cl)cc1	-8	3	-9	22	1	-47	-1	13
23	Cc1ccc(C(C)C)c(OCC(O)CN2CCOCC2)c1 (stereo not drawn)	-3	-14	-4	-1	-6	-33	2	-1
24	COc1ccc(OC)c(Nc2nc(NCc3ccco3)c3ccccc3n2)c1	3	8	-1	9	-1	-1	21	35

One compound at a time (already shown). Order of values: EBI2 antag | Apaf1 inhib | CCR6 antagonist | Jurkat NFkB inh | SENP8 block | 697 NFkB inh | UBC13 polyUb | Gli-Sufu antag
Listed for `CC(C)N(Cc1nccn1C)C(=O)CC1C(=O)NCCN1Cc1ccc(F)c(F)c1` (stereo not drawn) = 1 | 3 | 2 | -25 | -4 | -2 | 2 | -1
Listed for `O=C(/C=C/c1ccc([N+](=O)[O-])cc1)OCC(=O)N1CCOCC1` = -5 | 16 | -1 | 14 | -17 | 0 | -14 | -2
Listed for `CCOc1cc(N2CCOCC2)c(OCC)cc1NC(=O)CN1C(=O)NC(CC(C)C)C1=O` (stereo not drawn) = -9 | -5 | -3 | -1 | 2 | 14 | 0 | -5
Listed for `CC(C)[C@H](NC(=O)[C@@H]1CSC2c3ccccc3C(=O)N21)C(=O)NCc1ccncc1` (stereo partly drawn) = -3 | -17 | 3 | -1 | -1 | 8 | 18 | 1

(further entries)
No.	SMILES	EBI2 antag	Apaf1 inhib	CCR6 antagonist	Jurkat NFkB inh	SENP8 block	697 NFkB inh	UBC13 polyUb	Gli-Sufu antag
25	OCCC1CN(Cc2ccc(Oc3ncccn3)cc2)CCN1CCc1ccccc1 (stereo not drawn)	13	-3	13	-14	-2	15	-1	44
26	Cc1ccc(NC(=O)CN2CCCCCC2)cc1Br	-2	7	12	-5	1	-1	0	-3
27	CCOC(=O)CCCNC(=O)CSc1nc2ccc(OCC)cc2[nH]1	-3	-17	8	1	-4	4	-2	-1
28	CCCc1cc(=O)[nH]c(SCC(=O)Nc2cccc(S(=O)(=O)N3CCOCC3)c2)n1	-6	-5	11	-6	-3	21	-4	-10
29	O=C(CN1CCCN(S(=O)(=O)c2ccc(Br)cc2)CC1)Nc1ccc2c(c1)OCO2	/	22	/	1	-3	-33	-8	/
30	CN(C)c1ccc(NC(=O)CN2C(=O)CC(c3ccccc3)=Nc3ccccc32)cc1	5	15	15	-2	2	9	2	-6
31	O=C(OCc1ccc(Cl)cc1Cl)c1ccncc1	-7	9	-11	-5	-15	18	5	-1
32	COc1ccc2[nH]cc(CCNS(=O)(=O)Cc3ccccc3)c2c1	14	14	0	-4	0	14	12	2
33	O=C(NCc1ccco1)c1cccc(S(=O)(=O)N2CCCC2)c1	1	2	1	9	-7	-5	-6	10
34	CCOc1ccc(NC(=O)c2cc3cc4ccc(OC)cc4nc3o2)cc1	-4	-1	6	17	0	-4	4	-1
35	COc1ccc(OC)c(S(=O)(=O)N2CCCC(C(=O)NCc3ccccn3)C2)c1 (stereo not drawn)	-1	2	-2	13	1	1	4	-4
36	Cc1ccc(-c2nc3ccccc3c(=O)n2O)cc1	8	-1	8	-2	-13	-9	1	-9
37	Cc1ccc(C(=O)NCC(=O)N2CCN(c3cccc(Cl)c3)CC2)s1	-12	-2	14	3	-3	12	11	3
38	CC(C)Nc1nc(Oc2ccc(Cl)cc2Cl)cc(C(F)(F)F)n1	12	1	9	10	-9	-4	0	4
39	CCO/C=C1\SC(=S)N(c2ccc(Cl)cc2)C1=O	8	-109	11	10	-3	-3	-4	2
40	CN1C(=O)SC(Nc2ccccc2)C1=O (stereo not drawn)	-2	-2	10	-10	-9	2	-9	-4
41	COc1cc(OC)cc(C(=O)Nc2cc(C)nn2-c2ccccc2)c1	-5	7	18	-4	0	23	5	6
42	CCOc1ccc(-n2c(SCC(=O)NC)nnc2-c2ccco2)cc1	-8	-9	10	1	-3	7	5	-8
43	CN1CCc2c(OCc3ccc(F)cc3)cccc2C1=O	1	12	1	-2	-2	4	-21	-1
44	N#CCC(=O)N1CCN(C(c2ccccc2)c2ccccc2)CC1	3	-9	1	4	10	3	-9	9
45	COc1cc(OC)c2c(-c3ccccc3)cc(=O)oc2c1C(CCN1CCCCC1)c1ccc(N(C)C)cc1 (stereo not drawn)	-7	54*	7	25	-1	2	51*	20
46	COc1ccc(/C=C/C(=O)OCC(=O)Nc2ccc(S(N)(=O)=O)cc2)cc1OC	-7	-6	1	11	-2	12	-3	-4
47	CC(=O)Nc1cccc(NC(=O)c2ccc(COc3ccccc3)cc2)c1	8	1	12	-149	-8	-71	0	-26
48	Cc1cc2c3c([nH]c2cc1S(=O)(=O)NCc1ccc(CN2CCCCCC2)o1)CC(C)(C)CC3=O	-6	-6	6	-9	4	7	6	11
49	Cc1ccc(OCCCSc2ncccn2)cc1C	4	18	4	-57	-6	-54	0	-80
50	O=C(Nc1ccc(Br)c(C(F)(F)F)c1)c1ccccc1	-13	10	10	-33	-1	-40	10	-24
51	CC(=O)Nc1ccc(OS(=O)(=O)c2ccc(C)cc2C)cc1	2	2	9	-4	3	12	3	20
52	CC[n+]1oc(-c2ccccc2)cc1C	-5	-8	6	-15	-5	0	2	2
53	O=C(COC(=O)CCCSc1nc2ccccc2[nH]1)Nc1ccc(Oc2ccccc2)cc1	-1	11	6	2	-18	-21	3	-29
54	COC(=O)c1ccccc1NC(=O)CSc1nc(O)c(-c2ccccc2)c(=O)[nH]1	5	-17	-8	9	-2	15	8	3
55	Cc1cc(S(=O)(=O)NC2CCCCC2)c(C)s1	-2	-1	13	0	-2	0	1	17
56	COC(=O)c1sc(N2CCCCC2)c(C#N)c1N	-4	-21	0	-1	-2	-2	-2	-6
57	CNC(=O)N(O)C1N(C)C(=O)N(Cc2ccccc2)C1(C)C (stereo not drawn)	-10	-5	11	2	2	17	8	-14
58	COC(=O)c1ccc(CNC(=O)c2ccc3c(c2)S(=O)(=O)N=C2CCCCCN23)cc1	-5	-5	6	5	2	14	3	0
59	COc1cccc(CNCC2CCCO2)c1 (stereo not drawn)	-10	-3	1	4	0	11	3	2
60	Cc1cc(SCc2cccc(C(F)(F)F)c2)nc(=O)[nH]1	5	8	10	12	-2	-14	5	-7
61	COc1cccc(C(=O)C2CCCN(Cc3cn(C)nc3-c3ccccc3)C2)c1 (stereo not drawn)	5	7	13	6	2	4	9	21
62	COc1ccc(CC(=O)NCc2nnc(SCC(=O)Nc3cccc(F)c3)n2C)cc1	-26	-13	11	8	6	15	6	-1
63	COC(=O)CCCC[C@@H]1SC[C@@H](NC(=O)OC)[C@@H]1NC(=O)OC	-3	4	0	-9	-8	0	-5	-2
64	O=C1c2ccccc2-c2ccc(C(=O)N3CCCCC3)cc21	-2	6	14	-20	-1	-8	-12	-12
65	Cc1cc(C)c(O)c(-c2n[nH]c3c2C(c2cccc(O)c2)N(Cc2ccco2)C3=O)c1 (stereo not drawn)	8	23	9	-12	-10	-22	-1	-1
66	COCCNCC(=O)Nc1ccc(OC(F)(F)F)cc1	-7	0	15	9	1	16	14	3
67	O=[N+]([O-])c1cccc(C2CC(c3ccccc3)=NN2c2ccccc2)c1 (stereo not drawn)	13	0	14	-6	-3	14	1	4
68	CCc1nnc(N/N=C\c2ccc(OC(C)=O)c(OC)c2)n1N	-5	1	3	3	-5	16	-9	10
69	CCOc1ccc(OCC)c(NC(=O)CSc2nc3ccccc3c(=O)n2C)c1	18	27	11	24	0	-39	5	/
70	Cc1cccc(NC(=O)C2CCCN(S(=O)(=O)c3ccc4c(c3)oc(=O)n4C)C2)c1 (stereo not drawn)	-2	-5	27	20	-8	25	0	-8
71	Cc1cc(C)c(S(=O)(=O)Nc2cccc3nsnc23)c(C)c1	3	-5	27	-20	5	-4	-19	16
72	COC(=O)CCCNS(=O)(=O)c1ccc2ccccc2c1	0	-11	13	-1	-5	20	10	3
73	Cc1ccc(OCCCCCN2CCOCC2)c(Cl)c1	17	-13	-5	-46	-7	-33	1	-12
74	COc1ccccc1-n1cc(C(=O)NCC(=O)NCc2ccc(F)cc2)c2ccccc2c1=O	-2	-18	-1	16	-2	8	16	-3
75	Cc1cc(C(C)(C)C)cc(S(=O)(=O)Nc2ccc(O)c(C(=O)O)c2)c1C	-7	2	-5	11	7	18	12	6
76	COc1ccc(C(=O)/C=C/Nc2ccc([N+](=O)[O-])cc2C)c(OC)c1	11	-21	11	-14	-22	-5	-14	-39
77	CCCc1nnc2c(N(C)S(=O)(=O)c3ccc(C)cc3)nc3ccccc3n12	8	13	-1	-8	-8	-26	-6	3
78	Cc1ccsc1/C=N/N1CCN(c2ccccc2)CC1	5	3	7	-56	-7	-15	9	-28
79	S=C(NCC1COc2ccccc2O1)Nc1ccc(Br)cc1 (stereo not drawn)	-2	8	15	-5	-10	-5	-3	-1
80	COc1ccccc1-c1nc(NC(C)=O)n[nH]1	/	2	11	-1	-6	-1	-6	-3
81	Cn1c(O)c(/C=C2\C=Nc3ccccc32)sc1=Nc1ccc(C(=O)O)cc1	8	-19	10	1	6	-10	-8	-28
82	C/C(=N\OC(=O)NC(C)C)c1sc(-c2ccc(Cl)cc2)nc1C	10	17	-11	-131	11	-138	-3	-48
83	CC1CC(=O)Nc2ccc([N+](=O)[O-])cc2N1C (stereo not drawn)	-9	-5	0	2	2	17	-5	1

Source: PubChem (Sanford-Burnham Center for Chemical Genomics)
